proKLK7 act = proKLK7 (human) activation, primary screen; P49862; purified proKLK7, EDANS-DABCYL substrate fluorescence; 100% is mature enzyme control, 0% vehicle; activation, % at 7 µM; 370,000 compounds, 0.9% hits; AID 652039;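 active = activation above the mean of all tested compounds plus 3 SD, computed per campaign excluding outliers beyond control limits, cut at about 13% in these data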
Target sequence (P49862 whole entry, looked up): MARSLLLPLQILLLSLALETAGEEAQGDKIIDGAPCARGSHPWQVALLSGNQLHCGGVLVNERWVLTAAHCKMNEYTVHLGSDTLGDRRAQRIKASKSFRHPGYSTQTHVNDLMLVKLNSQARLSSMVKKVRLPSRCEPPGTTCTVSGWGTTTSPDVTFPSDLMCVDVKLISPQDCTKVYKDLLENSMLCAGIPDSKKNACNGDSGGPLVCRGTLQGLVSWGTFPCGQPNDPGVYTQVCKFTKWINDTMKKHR
ARFGAP1 inhibitor = inhibits rat ARF GTPase activating protein 1; 360,000 compounds, 0.26% hits; AID 651572; inhibition, % at 16.5 µM; Arfgap1-stimulated ARF1 GTP hydrolysis, GDP FP detection; Q62848;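 active = inhibition above a per-plate limit, mean inhibition of low control wells plus 3 SD, cut at about 25% in these data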;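 note: 0% = DMSO wells with enzyme and 100% = wells lacking Arfgap1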
Target sequence (Q62848 1-136 limits assumed): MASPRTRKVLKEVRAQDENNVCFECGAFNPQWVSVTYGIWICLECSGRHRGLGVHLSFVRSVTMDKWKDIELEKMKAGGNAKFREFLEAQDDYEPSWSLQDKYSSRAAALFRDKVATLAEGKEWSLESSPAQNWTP
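Assay system: purified rat His6-Arfgap1 residues 1-136 (GAP domain); Reagent: human Δ17 ARF1 bound to GTP; Dosing: 16.5 µM single point, 1.26% DMSO; Times: GTP hydrolysis reaction 2 h at 25 °C; Signal: FP, GDP Alexa 633 tracer displaced from anti-GDP antibody, 620/688 nm; Measure: % inhibition from polarization.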
UHRF1 MBD2 ctr = human UHRF1 methylated DNA binding inhibitors. Q96T88. UHRF1 binding to methylated oligo, TR-FRET. inhibition, % at 4.4 µM. 370,000 compounds, 0.75% hits. AID 687016; in the data active = inhibition above about 21%;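 note: UHRF1 SRA domain binding a hemimethylated CpG hairpin DNA probe; 0% = median of test compound wells and 100% = reference inhibitor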
ASAP1 inh = blocks human ASAP1-stimulated Arf1 GTP hydrolysis | AID 624377 | 360,000 compounds, 0.19% hits | GDP FP detection | inhibition, % at 16.5 µM; in the data active = inhibition above about 25%;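 note: 0% = vehicle with enzyme and substrate and 100% = no enzyme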
Rev-erbA mod = modulators of human Rev-erb alpha DNA binding; P20393; Rev-erbα–FITC-DNA binding, fluorescence polarization, 90 min; activity, % at 10 µM; 370,000 compounds, 0.79% hits; AID 1259318;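 active = activity above about 14%, limit read from the data; passing the limit was not always enough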;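 note: 0% = DMSO wells with 35 nM protein and 100% = DMSO wells with 750 nM protein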
PLCg1 inh = inhibitors of human phospholipase C gamma1. P19174. purified PLC-gamma1, fluorogenic substrate, fluorescence. inhibition, % at 12.2 µM. 370,000 compounds, 0.84% hits. AID 720700; in the data active = inhibition above about 9.5%
Tn6 DDE FP = DD(E)-Tn6 binding inhibition, primary FP screen | P02675 | Fibrin DD(E) TRITC-Tn6 fluorescence polarization displacement | inhibition, % at 8.3 µM | 370,000 compounds, 0.21% hits | AID 720509;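 active = inhibition above a per-campaign cutoff: mean of compounds within control limits plus 3 SD, cut at about 15% in these data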;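 note: 0% = median of all compound wells on the plate and 100% = blocking peptide control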
Target sequence (P02675 whole entry, looked up): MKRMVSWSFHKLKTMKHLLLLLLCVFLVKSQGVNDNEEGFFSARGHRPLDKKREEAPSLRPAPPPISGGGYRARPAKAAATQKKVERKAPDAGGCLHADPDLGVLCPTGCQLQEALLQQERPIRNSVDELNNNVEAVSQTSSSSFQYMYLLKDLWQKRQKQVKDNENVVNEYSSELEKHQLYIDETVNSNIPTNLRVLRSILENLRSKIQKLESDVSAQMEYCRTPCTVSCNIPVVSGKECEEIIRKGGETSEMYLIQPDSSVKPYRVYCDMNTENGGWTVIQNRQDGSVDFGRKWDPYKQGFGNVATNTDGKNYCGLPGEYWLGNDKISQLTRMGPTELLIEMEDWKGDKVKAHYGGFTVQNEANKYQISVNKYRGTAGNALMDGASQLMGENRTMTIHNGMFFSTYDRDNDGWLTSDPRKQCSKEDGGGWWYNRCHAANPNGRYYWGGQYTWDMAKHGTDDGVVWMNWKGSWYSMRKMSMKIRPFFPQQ
DDE Tn7 FP inh = inhibitors of Tn7 peptide binding to human fibrin DD(E); P02675; FP displacement of FITC-Tn7 peptide from fibrin DD(E); 0% = median of compound wells per plate; inhibition, % at 8.3 µM; 370,000 compounds, 0.13% hits; AID 720508;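 active = inhibition above the mean of compounds falling within the control limits plus 3 SD of them, cut at about 14% in these data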;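 note: 0% = plate median of compound wells and 100% = 10 µM Aha-Tn7 peptide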
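Test system – human fibrin DD(E) · Times – 10 min preincubation, 3 h with tracer, room temperature · Detection – fluorescence polarization of the labelled Tn7 tracer · Measure – percent inhibition normalized to high-control wells · Benchmarks – high control wells with 10 µM unlabelled Aha-Tn7 peptide (full inhibition) · Repeats – singlicate testing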
sPLA2-III inh = Blocks human group III sPLA2 activity; AID 743126; QFRET BODIPY PC-A2 liposome hydrolysis, fluorescence; 370,000 compounds, 0.56% hits; inhibition, % at 12.2 µM;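 active = inhibition above mean plus 3 SD of compounds lying within the high and low control bounds, cut at about 19% in these data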;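 note: 0% = median of test compound wells and 100% = no enzyme DMSO wells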
PLCb3 inh = blocks human PLC-beta3 enzyme activity; inhibition, % at 12.2 µM; 370,000 compounds, 0.18% hits; Q01970; AID 720704; Purified PLC-beta3, fluorogenic substrate, fluorescence; in the data active = inhibition above about 11%;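 note: 0% = median of compound wells on plate and 100% = full blocker control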
* = called active by the depositor; i = inactive.

SMILES | proKLK7 act | ARFGAP1 inhibitor | UHRF1 MBD2 ctr | ASAP1 inh | Rev-erbA mod | PLCg1 inh | Tn6 DDE FP | DDE Tn7 FP inh | sPLA2-III inh | PLCb3 inh
O=C(Nc1cccc2ccccc12)OC[C@@H]1CSCCS(=O)(=O)N1 | -0.4 | 9 | 0 | 0 | 0 | 2 | 3 | -10 | -3 | 3
COc1cccc(OC)c1C(=O)Nc1ccccc1C(=O)N1CCOCC1 | 0.6 | 3 | 2 | 4 | 3 | 1 | 3 | -2 | 5 | 2
COCCN(C(=O)COC(=O)c1c(-c2ccccc2)noc1C)c1c(N)n(Cc2ccccc2)c(=O)[nH]c1=O | 0.1 | -5 | 0 | -8 | 3 | -3 | 2 | -2 | -2 | -7
CCCS(=O)(=O)NC(=O)C1(C)CCN(C(=O)c2cc(C)on2)C1 (stereo not given) | -0.2 | -7 | 4 | 3 | -3 | 9.5* | 7 | -4 | -2 | 6
O=C(NCc1ccco1)C1(c2ccc(Cl)cc2)CCCC1 | -0.1 | 1 | 4 | 5 | 2 | -1 | 3 | 6 | -3 | -1
Cc1cc(C(=O)CSc2nc(N)cc(=O)[nH]2)c(C)n1-c1cccc(F)c1 | 0.0 | 12 | 1 | -9 | 2 | -1 | 5 | -2 | -5 | -5
CCCC1(C(=O)OC)NC(c2cccc(F)c2)C2C(=O)N(CC)C(=O)C21 (stereo not given) | -0.3 | 12 | 3 | 3 | 8 | 6 | -2 | 0 | 7 | -1
Clc1ccc(Nc2ccc(Cl)nn2)cc1 | -0.3 | 4 | 0 | -1 | 0 | 0 | 2 | -4 | -2 | -5
CCCCCCCCN | -0.4 | -6 | 5 | -3 | 0 | 0 | -4 | -2 | 8 | -3
COC(=O)c1ccc(C2C(C#N)=C(C)NC3=C2C(=O)CC(C)(C)C3)cc1 (stereo not given) | 36* | 1 | -1 | 3 | 2 | i | 9 | 5 | 1 | i
O=C(CC1CS(=O)(=O)CC1CC(=O)Nc1ccc2c(c1)OCCO2)Nc1ccc2c(c1)OCCO2 (stereo not given) | -0.4 | 12 | -1 | 5 | 5 | -6 | 5 | -3 | -5 | -10
CN(C)S(=O)(=O)c1cccc(NC(=O)c2ccc(Sc3nncn3C)c([N+](=O)[O-])c2)c1 | 0.3 | 4 | 0 | 9 | -4 | 4 | -30 | -4 | -16 | -2
CC(C)(C)NC(=O)C(c1ccc(O)cc1)N(C(=O)CCC(=O)Nc1nccs1)c1cccc(F)c1 (stereo not given) | -0.4 | 1 | -3 | 9 | -1 | 0 | 5 | 5 | -18 | 2
Cc1ccc(C(=O)OCC(=O)c2ccc(CC(=O)N3CCOCC3)s2)c(C)c1 | -0.7 | 2 | 9 | 1 | -4 | -7 | 9 | -7 | -67 | -12
COc1cccc(CC(=O)Nc2cc(S(=O)(=O)N3CCOCC3)ccc2N2CCN(C)CC2)c1 | -0.9 | 18 | 0 | -1 | 1 | 2 | 0 | -2 | 4 | 0
CC(O)(c1ccccc1)c1nc(-c2ccc(S(C)(=O)=O)cc2)cs1 (stereo not given) | 0.1 | -13 | 11 | -8 | -7 | 0 | 0 | 6 | -8 | 1
Cc1csc(NC(=O)C2C3C=CC(C3)C2C(=O)O)n1 (stereo not given) | -0.2 | -9 | 1 | -7 | 8 | -3 | -3 | -2 | 1 | -1
CN(CCOC(=O)c1cccc(F)c1)Cc1ccccc1 | -0.3 | -19 | -1 | -3 | -5 | 1 | 5 | -3 | -4 | 2
COc1ccc2o/c(=N\O)c(C(=O)Nc3ccccc3OC)cc2c1 | 2.8 | 5 | -7 | -13 | -14 | -109 | -3 | 1 | -1 | -125
CCn1nc(C(=O)OC(C(=O)c2c[nH]c3ccccc23)c2ccccc2)c2ccccc2c1=O (stereo not given) | -1.7 | 10 | 5 | 16 | -2 | 0 | 2 | 1 | -35 | 0

Record cards, as listed above. Order of screens: proKLK7 act, ARFGAP1 inhibitor, UHRF1 MBD2 ctr, ASAP1 inh, Rev-erbA mod, PLCg1 inh, Tn6 DDE FP, DDE Tn7 FP inh, sPLA2-III inh, PLCb3 inh
CCn1nc(C(=O)OC(C(=O)c2c[nH]c3ccccc23)c2ccccc2)c2ccccc2c1=O (stereo not given) across the screens: -1.7, 10, 5, 16, -2, 0, 2, 1, -35, 0
CCCCCCCCN across the screens: -0.4, -6, 5, -3, 0, 0, -4, -2, 8, -3

Other entries follow:
SMILES | proKLK7 act | ARFGAP1 inhibitor | UHRF1 MBD2 ctr | ASAP1 inh | Rev-erbA mod | PLCg1 inh | Tn6 DDE FP | DDE Tn7 FP inh | sPLA2-III inh | PLCb3 inh
O=C1CCc2cc(S(=O)(=O)NCCC(=O)N3CCN(c4cccc(Cl)c4)CC3)ccc2N1 | 0.6 | 10 | 0 | -4 | -2 | 0 | -9 | 5 | -2 | -3
O=C(COc1ccc2c3c(c(=O)oc2c1)CCCC3)N1CCN(c2ccc(F)cc2)CC1 | 0.0 | -7 | -2 | 3 | 2 | -1 | -10 | -8 | -1 | -5
COC(=O)c1ccccc1NC(=O)C1CCCN(c2nnc(-n3cccc3)s2)C1 (stereo not given) | 0.8 | -5 | -1 | -9 | -2 | -3 | -4 | 8 | 1 | -4
NC(=S)N/N=C/c1ccc2cccc(OCc3ccccc3)c2n1 | -172 | 4 | -5 | 10 | -2 | i | 1 | 11 | 10 | i
O=C(NCCCN1CCOCC1)c1cc2c(=O)[nH]c3ccccc3c2s1 | 14* | 1 | -7 | 0 | 6 | -292 | -1 | 1 | 1 | -379
COc1ccc(CSc2n[nH]c(=O)[nH]c2=O)cc1 | -0.7 | 3 | -2 | -7 | -4 | 1 | -1 | 0 | 2 | 2
CCN(CC)C(=O)Oc1ccc2ccccc2c1Cl | -0.4 | 3 | 0 | 0 | -2 | 0 | 5 | 5 | -5 | -3
COc1ccc(C2COc3cc(O)ccc3C2)c(OC)c1O (stereo not given) | -1.1 | 2 | 0 | 3 | 3 | 2 | 2 | -7 | -14 | 3
CC(C)Cc1nc(SCC(=O)N2CC(C)OC(C)C2)c2c(=O)n(C)c(=O)n(C)c2n1 (stereo not given) | 0.7 | -3 | 0 | 3 | 4 | -2 | 9 | -1 | 7 | -3
C=CCOc1ccc(/C=N/n2nnnc2N)cc1OC | 0.2 | 3 | 0 | -3 | -1 | -16 | -1 | 3 | 8 | -27
COc1ccccc1CCC(=O)NCCCn1ccc2ccccc21 | 0.3 | 6 | -1 | 9 | 4 | 2 | 7 | -6 | -22 | -5
CC(C)(C)N(Cc1ccccc1)C(=O)COC(=O)CCc1c[nH]c2ccccc12 | 0.5 | 7 | 8 | 7 | 5 | -2 | -8 | -2 | -71 | 2
Cc1ccc(CSc2nnc(Nc3ccc(C)cc3)s2)cc1 | -0.3 | 1 | 2 | -1 | 4 | -4 | 0 | 4 | -5 | -3
Cc1c(NC(=O)C(C)OC(=O)CNC(=O)c2ccccc2)c(=O)n(-c2ccccc2)n1C (stereo not given) | 0.4 | -4 | -3 | -4 | 5 | 1 | -8 | -12 | 0 | 1
Cc1ccc(C)c(-c2cc(C(=O)NC3CC3)c3ccccc3n2)c1 | 0.2 | 4 | -1 | -1 | 0 | -7 | 1 | 2 | 2 | -14
O=C(COC(=O)c1ccccc1)NCC1COc2ccccc2O1 (stereo not given) | 0.2 | -2 | -1 | 3 | -1 | 2 | 2 | 4 | -3 | -2
COc1cc(/C=N/NC(=O)CSc2cc(C)c(Br)cc2C)ccc1O | 0.5 | 11 | 0 | 13 | -1 | -3 | -5 | -1 | -30 | -1
S=c1[nH]nc(COc2ccccc2)n1/N=C/c1ccc(Cl)cc1 | -0.1 | 4 | 0 | 19 | -2 | -2 | 0 | 1 | 3 | -6
O=[N+]([O-])c1cccc(OCCCN2CCC(Cc3ccccc3)CC2)c1 | -0.2 | 9 | 2 | -8 | -1 | -1 | 6 | 10 | -9 | -4
COc1ccc(/C=C2/SC(=S)N(CCC(=O)N3CCN(C)CC3)C2=O)cc1 | -0.2 | 0 | -1 | 5 | -8 | -6 | -1 | -2 | -9 | -10

Part of the list above, with values under each structure.
Fields – proKLK7 act | ARFGAP1 inhibitor | UHRF1 MBD2 ctr | ASAP1 inh | Rev-erbA mod | PLCg1 inh | Tn6 DDE FP | DDE Tn7 FP inh | sPLA2-III inh | PLCb3 inh
- NC(=S)N/N=C/c1ccc2cccc(OCc3ccccc3)c2n1
 : -172 | 4 | -5 | 10 | -2 | i | 1 | 11 | 10 | i
- CCN(CC)C(=O)Oc1ccc2ccccc2c1Cl
 : -0.4 | 3 | 0 | 0 | -2 | 0 | 5 | 5 | -5 | -3

Additional structures follow.
SMILES | proKLK7 act | ARFGAP1 inhibitor | UHRF1 MBD2 ctr | ASAP1 inh | Rev-erbA mod | PLCg1 inh | Tn6 DDE FP | DDE Tn7 FP inh | sPLA2-III inh | PLCb3 inh
CCOC(=O)C1=CCC(c2ccc(F)cc2)N(S(=O)(=O)c2ccc(C)cc2)C1 (stereo not given) | -0.5 | -1 | -1 | -5 | -3 | -4 | 3 | 9 | -5 | -10
CC(NC(=S)Nc1ccc(F)cc1)c1ccccc1 (stereo not given) | -0.4 | 5 | 3 | -3 | -2 | 0 | 8 | -7 | 9 | -3
COC(=O)C1=C(C)N(Cc2ccc(C(F)(F)F)cc2)C(=NCc2cc(OC)c(OC)c(OC)c2)NC1c1cccc(Cl)c1 (stereo not given) | -0.2 | -17 | 0 | -2 | 8 | -5 | 1 | 10 | 3 | -3
O=C(CCN1CCCCO1)N1CCCC(Nc2cccc(F)c2)C1 (stereo not given) | 0.1 | 0 | 0 | 4 | 6 | 1 | 1 | -4 | 1 | -4
CCOc1nc(Nc2ccc(Cl)cc2)nc(OCC)n1 | 0.2 | -4 | 4 | 6 | 3 | 6 | 5 | -8 | 3 | -1
O=C1C2ON(c3ccccc3)C(c3ccncc3)C2C(=O)N1c1ccc(N2CCOCC2)cc1 (stereo not given) | 0.5 | 5 | -5 | 5 | -4 | 2 | -2 | 2 | -3 | 1
COC(=O)C1=C(CS(=O)(=O)c2ccccc2)NC(=O)NC1c1ccccc1 (stereo not given) | -0.5 | -9 | 0 | -4 | -2 | 1 | 8 | 3 | -2 | -6
S=c1[nH]nc(-c2ccccc2)n1Cc1ccccc1 | -1.0 | 12 | -1 | -5 | 2 | -2 | 0 | 3 | 10 | -3
c1ccc(NC2=NCCN2CCCC2CCCCC2)cc1 | 0.3 | -10 | 1 | -7 | -5 | 1 | 8 | -5 | 8 | 1
CC1=NCCN1S(=O)(=O)c1cc(Cl)ccc1Cl | -0.7 | 4 | 3 | 0 | 0 | -1 | 6 | 5 | 8 | 2
CCCNC(=O)c1c(N)n(-c2cccc(OC)c2)c2nc3ccccc3nc12 | -40 | -14 | -7 | -2 | -1 | -239 | 2 | -2 | -3 | -296
CC1SCC(=O)N(CC(=O)NC2CCCCC2)C1=O (stereo not given) | 0.7 | 4 | 0 | 11 | -2 | 2 | 0 | 10 | -3 | -3
CC(Oc1ccc(Cl)cc1Cl)c1nc(-c2ccc(NC(=O)c3ccco3)cc2)no1 (stereo not given) | -2.0 | 12 | 1 | 18 | 5 | -1 | 9 | 6 | -1 | -2
COc1ccc(C2C3=C(CCCC3=O)Nc3n[nH]c(C)c32)cc1OC (stereo not given) | 0.6 | 8 | -3 | -5 | 2 | -22 | 7 | 0 | 1 | -40
